# Luc counter: counter-screen: inhibitors of Kinase-Glo firefly luciferase; Q27757; Kinase-Glo luciferase, ATP luminescence, 8 min; Potency, µM (top dose mostly 38.3 µM), for inactives: top-dose activity change, negative = inhibition, usual class: inhibitors; hit rate 0.28% among 200,000; also: potency is read from the fitted curve at half-maximal effect; % is scaled to controls: 0 for no effect and ±100 for the full control effect; nearly all actives have a fitted effect of over 60% in size
#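 Compound is pinned into ATP-containing buffer (10 uM ATP, imidazole pH 7.2, 7 mM MgCl2). Kinase-Glo luciferase reagent is then added. Light output is recorded following an 8-min room-temperature incubation.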
# LMNA splice mod: modulators of lamin A splicing; HeLa LMNA splicing GFP/RFP minigene ratio, 48 h; Potency, µM (series often up to 46.1 µM), for the others: top-dose ratio change, negative = inhibition, most hits filed as inhibitors; hit rate 0.01% among 200,000; AID 1487; active = well fitted inhibition curve with a large enough effect in the signal ratio, with a control signal flat, not every such curve was filed as active; inconclusive = small, poorly fitted or top-dose-only effect, or effect the other way, or a change in a side signal; the % refers to the signal ratio; also: potency is read from the fitted curve at half-maximal effect; % is scaled to controls: 0 for no effect and ±100 for the full control effect
#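 S3 HeLa stable clones carrying a lamin A-EGFP splicing minigene plus DsRed2 were seeded at 600 cells/well in Opti-MEM with 2% FBS, pin-dosed and incubated 48 h at 37°C. Acumen cytometry (488 nm) gave the GFP/RFP total-intensity ratio.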
# IMPase Li cell: cell-permeable IMPase inhibitors with lithium potentiation. CHO-M1 cells, IP1 TR-FRET (IP-One), carbachol + lithium. Potency, µM (top dose mostly 59.4 µM), for inactives: at the highest dose activity, negative = IMPase inhibition, most hits filed as inhibitors. hit rate 0.35% among 210,000. AID 1457;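 also: IP1 builds up when IMPase is blocked and the TR-FRET signal falls; potency is read from the fitted curve at half-maximal effect; plate controls were basal vehicle for no effect and high inhibitor control for full effect; nearly all actives have a fitted effect of over 50% in size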
#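 Steps: plate 2000 CHO-M1 cells per well and culture 16–30 h; add compound and lithium; incubate 30 min, 37C; add d2-IP1 tracer and Eu cryptate anti-IP1 antibody in lysis buffer; read after 10 min at room temperature.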
# Epigenetic derep: epigenetic control regulation, reporter derepression; murine LDR cells, GFP reporter derepression, 30 h; Potency, µM (highest dose often 53.9 µM), for the others: top-dose GFP activation, actives largely listed as activators; hit rate 0.2% among 280,000; AID 1865; also: potency is read from the fitted curve at half-maximal effect; % of control where 0% means no effect; nearly all actives have a fitted effect of over 60% in size
#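 Reporter derepression read as number of fluorescent GFP-positive objects, 20-120 um in size, counted by laser-scanning cytometer. Mouse LDR line with an epigenetically silenced CMV-GFP locus; compound incubation 30 h, 37 C.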
# NPSR antagonist: blocks cAMP signaling of the human neuropeptide S receptor. Potency, µM (doses to about 38.3 µM), for inactives: at the top dose activity change, negative = inhibition, most hits filed as inhibitors. hit rate 1% among 220,000. CHO-NPSR cells, cAMP TR-FRET, antagonist mode. Q6W5P4; also: potency is read from the fitted curve at half-maximal effect; % is scaled to controls: 0 for no effect and ±100 for the full control effect; nearly all actives have a fitted effect of over 50% in size; many of its hits are not listed in these tables
# CBFb-RUNX1 inh: CBF-beta/RUNX1 interaction disruption; AlphaScreen CBFb-His/RUNX1-biotin binding, biochemical; Potency, µM (highest dose often 59.8 µM), for the others: at the top dose activity, negative = inhibition, most hits filed as inhibitors; 230,000 tested, under 10 active; AID 1477; also: % of control where 0% means no effect
# Target sequence (Q01196 whole entry, looked up): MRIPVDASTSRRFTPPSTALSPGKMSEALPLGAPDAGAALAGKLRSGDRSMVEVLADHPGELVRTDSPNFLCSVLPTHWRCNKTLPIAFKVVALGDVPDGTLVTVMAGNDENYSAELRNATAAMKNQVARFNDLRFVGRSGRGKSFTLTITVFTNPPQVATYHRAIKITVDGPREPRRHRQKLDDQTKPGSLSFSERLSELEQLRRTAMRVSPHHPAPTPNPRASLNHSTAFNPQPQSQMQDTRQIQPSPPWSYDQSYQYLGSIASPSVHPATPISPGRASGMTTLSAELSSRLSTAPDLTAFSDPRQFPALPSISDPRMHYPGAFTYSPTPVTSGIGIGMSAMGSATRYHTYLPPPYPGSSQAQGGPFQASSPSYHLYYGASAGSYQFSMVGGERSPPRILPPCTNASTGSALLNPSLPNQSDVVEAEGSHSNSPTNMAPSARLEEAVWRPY
# Target sequence (Q13951 whole entry, looked up): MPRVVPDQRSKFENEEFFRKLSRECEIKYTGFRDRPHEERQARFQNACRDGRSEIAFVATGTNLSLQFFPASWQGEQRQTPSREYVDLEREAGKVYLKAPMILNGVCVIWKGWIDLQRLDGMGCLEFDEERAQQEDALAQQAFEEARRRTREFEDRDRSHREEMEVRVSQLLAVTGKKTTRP
#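 Read-out: AlphaScreen. Format: His-CBF-beta with biotinylated RUNX1 (30 nM each) preincubated 20 min, compound 15 min, Ni-chelate plus streptavidin beads 90 min; room temperature throughout.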
# aGal spleen mod: alpha-galactosidase A (human) modulation. P06280. AID 2107. Potency, µM (highest dose often 80 µM), inactives show at the highest dose activity change, negative = inhibition, actives largely listed as inhibitors. human spleen homogenate, 4MU-alpha-Gal fluorescence, 40 min. hit rate 0.008% among 240,000;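 also: potency is read from the fitted curve at half-maximal effect; 0% = enzyme with vehicle and -100% = no enzyme basal signal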
# Target sequence (P06280 32-429 limits assumed): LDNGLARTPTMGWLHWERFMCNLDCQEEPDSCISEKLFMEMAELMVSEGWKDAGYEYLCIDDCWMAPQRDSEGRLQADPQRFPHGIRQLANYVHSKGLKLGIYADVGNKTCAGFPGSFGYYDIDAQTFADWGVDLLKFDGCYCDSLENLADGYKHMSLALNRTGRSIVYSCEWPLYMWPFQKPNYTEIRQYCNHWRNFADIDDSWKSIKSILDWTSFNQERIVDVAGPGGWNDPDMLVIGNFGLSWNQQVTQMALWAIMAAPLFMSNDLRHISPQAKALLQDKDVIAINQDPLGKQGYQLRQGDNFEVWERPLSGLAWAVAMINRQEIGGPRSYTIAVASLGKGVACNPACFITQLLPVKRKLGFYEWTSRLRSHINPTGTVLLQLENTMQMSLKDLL
#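 Human spleen homogenate (1 ug) was the enzyme source, with 4-methylumbelliferyl-alpha-D-galactopyranoside (1 mM final) in pH 5.0 citrate buffer with 0.01% Tween-20. Compounds were titrated; after 40 min at 37C, NaOH/glycine stop, 4-MU fluorescence read; AC50 from Hill fits.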
# * marks the source's active call; other numbers are inactive results; ? = inconclusive; nt = not tested or not shown; [ ] = another dose, or the depositor's remark. Unless noted, calls follow the shape of the dose curve; as a rule, active = well fitted curve in the direction sought with a large enough effect; inconclusive = small, poorly fitted or top-dose-only effect, or another doubt; inactive = no such curve, though single readings can be large; an effect the other way counts as inactive or inconclusive.
# Second line of a record – Luc counter	LMNA splice mod	IMPase Li cell	Epigenetic derep	NPSR antagonist	CBFb-RUNX1 inh	aGal spleen mod
> NC(=O)C1CCN(C(=S)NCCc2ccccc2)CC1
 : 0.0%	?	-2.2%	-4.9%	4.0%	-1.1%	0.0%
> O=C(CCC(=O)N1CCN(C2CCCC2)CC1)Nc1nnc(C(F)(F)F)s1
 : -4.3%	7.2%	-15.4%[38.3 µM]	4.5%	-29.5%[46.1 µM]	6.0%	-0.2%
> CN(C)C(CNC(=S)Nc1cccc(Cl)c1)c1ccccc1 (configuration not stated)
 : 0.1%	nt	3.7%	1.0%	-10.0%	-0.7%	-4.6%
> COc1ccc(C(=O)COc2ccccc2C(=O)Nc2ccccc2)cc1
 : -5.4%	6.2%[46 µM]	13.8%	0.9%	-58.2%	1.1%	1.5%
> CN(C)S(=O)(=O)c1cccc(NC(=O)c2cnccn2)c1
 : -0.8%	-3.1%[9.22 µM]	-3.8%	-1.3%	5.1%	-4.3%	-5.1%
> O=C(N/N=C/c1ccc[nH]1)c1ccccc1OCc1ccccc1Cl
 : 0.6%	?	21.8%	3.4%	-47.1%	-21.8%	-5.3%
> COc1ccc(C(C)C)cc1S(=O)(=O)Nc1ccncc1
 : 4.8%	nt	-3.0%	-3.5%	28.3%	-3.0%	-3.9%
> CCOC(=O)Cn1c(=O)sc2ccccc21
 : -2.4%	4.9%	-8.6%[38.3 µM]	0.7%	7.1%[46.1 µM]	-1.2%	4.4%
> Cc1cc(=O)[nH]c(N/N=C/c2c(C)oc3ccccc23)n1
 : -4.1%	-7.7%[46 µM]	1.8%	-0.6%	3.3%	9.9%	-2.2%
> CCOC(=O)c1cnc(SCC#N)nc1N
 : nt	nt	nt	-1.8%	10.6%	21.0%	0.0%
> CCC(=O)Nc1ccc(C(=O)N/N=C/c2ccc([N+](=O)[O-])cc2)cc1
 : -1.6%	-1.9%	-9.5%	-1.0%	10.9%	-1.8%	11.7%
> CCCCC(=O)O[C@]1(C(=O)CO)CC[C@H]2[C@@H]3CCC4=CC(=O)CC[C@]4(C)[C@H]3[C@@H](O)C[C@@]21C
 : 1.5%	0.6%	-3.3%	-0.3%	-29.4%	13.4%	10.0%
> C=CCN(c1ccccc1)S(=O)(=O)c1cccc(C(=O)Nc2nc3ccccc3[nH]2)c1
 : 0.1%	?	9.7%	4.2%	-30.3%	8.6%	-2.1%
> O=C(O)C1CCN(c2ccc(S(=O)(=O)N3CCOCC3)cc2[N+](=O)[O-])CC1
 : -0.6%	2.4%[46 µM]	-1.2%	-1.1%	10.7%	2.4%	2.4%
> COc1ccc(CN2CCN(Cc3cccc4nonc34)CC2CCO)c(C)c1C (configuration not stated)
 : 0.5%	?	18.0%	1.8%	31.7%	1.6%	3.3%
> CCOc1ccc(/C(O)=C2\C(=O)C(=O)N(c3cc(C)on3)C2c2ccccc2OC)cc1 (configuration not stated)
 : 1.3%	-9.6%	5.01µM*	-0.9%	13.2%[46.1 µM]	5.4%	2.7%
> Nc1nc2n(n1)C(c1c(F)cccc1Cl)CC(c1ccc(F)cc1)N2 (configuration not stated)
 : 0.6%	-10.1%	9.9%	0.0%	3.8%[46.1 µM]	1.7%	15.6%
> Cc1ccc(SCC(=O)NC2CCS(=O)(=O)C2)cc1 (configuration not stated)
 : 3.7%	3.0%[46 µM]	-2.8%	-3.0%	14.0%	-5.9%	-4.1%
> O=c1c2cc(N3CCOCC3)ccc2[nH]c(=S)n1CCCN1CCN(c2ccccc2F)CC1
 : -3.2%	-12.2%	15.8%[38.3 µM]	-1.0%	-19.8%[46.1 µM]	8.4%	5.4%
> O=C(CC(CC(=O)c1ccccc1)C(=O)O)c1ccccc1
 : -1.8%	5.2%	9.2%[38.3 µM]	-1.5%	-0.3%[46.1 µM]	9.9%	-1.4%
> O=C(NC1CCCCC1)C(c1ccc(Cl)cc1)N1CCC2(CC1)OCCO2 (configuration not stated)
 : -0.2%	5.3%	-4.3%[38.3 µM]	-0.1%	-5.9%[46.1 µM]	-4.2%	0.4%
> Nn1c(SCCOc2ccccc2)nnc1-c1cccnc1
 : 4.3%	-4.5%	0.2%	-1.1%	25.2%	1.7%	9.5%
> COc1ccc(NC(=O)NCCCN2CCCCC2C)cc1 (configuration not stated)
 : 0.2%	1.9%	2.5%[38.3 µM]	-1.1%	-0.3%[46.1 µM]	0.0%	-5.3%
> O=C(Nc1ccc2oc(-c3ccccc3Cl)nc2c1)c1ncn[nH]1
 : -1.9%	-4.3%	-2.1%	0.0%	-11.2%[46.1 µM]	-3.5%	1.9%
> O=C(c1sccc1-n1cccc1)N1CCCC1
 : -6.3%	7.8%	3.8%[38.3 µM]	-0.2%	-4.8%[46.1 µM]	-3.0%	3.9%
> COc1cccc(/C=N/NC(=S)Nc2cccc(C(=O)O)c2)c1O
 : -0.4%	?	2.1%	-3.3%	5.3%	nt	-7.3%
> Cc1[nH]n(-c2ccccc2)c(=O)c1/C=N/N1C(=O)c2ccc3c4c(ccc(c24)C1=O)CC3
 : 1.1%	?	3.9%	-1.1%	-1.3%	3.0%	15.3%
> CC(=O)OC[C@@H]1O[C@H](CCO/N=C(\C)CCN2CCCc3nc(C)c(C)cc32)C=C[C@@H]1OC(C)=O
 : nt	nt	nt	0.8%[10.1 µM]	nt	-10.0%[13.1 µM]	4.8%[17.5 µM]
> CC1(C)CC2/C(CO)=C/C=C/[C@](C)(O)CC[C@]21O (some centres not stated)
 : -2.8%	6.0%	5.9%	-1.1%	nt	nt	-0.4%
> COc1cc2nc(=S)n(CCCN3CCOCC3)c(N)c2cc1OC
 : 0.0%	?	1.9%	1.1%	9.7%	-10.1%	8.5%

# (continued)
# Second line of a record – Luc counter	LMNA splice mod	IMPase Li cell	Epigenetic derep	NPSR antagonist	CBFb-RUNX1 inh	aGal spleen mod
> Cc1ccc2cc(CCNC(=O)c3ccco3)c(=O)[nH]c2c1
 : 3.2%	-7.2%	8.6%	-0.1%	15.7%	1.4%	1.9%
> COc1ccc(NC(=O)CSc2nc3ncccc3[nH]2)cc1OC
 : -2.4%	-11.0%	7.6%[38.3 µM]	-1.9%	-7.0%[46.1 µM]	5.8%	1.9%
> CCCNc1nc(OC(C(F)(F)F)C(F)(F)F)nc(OC(C(F)(F)F)C(F)(F)F)n1
 : -2.0%	-1.5%	33.2%[38.3 µM]	0.1%	-4.7%[46.1 µM]	-0.9%	-4.1%
> Cc1snc(S(=O)(=O)/C(C#N)=N/Nc2ccc(C(F)(F)F)cc2)c1C#N
 : -0.5%	-14.0%	16.6%[38.3 µM]	-3.2%	-2.6%[46.1 µM]	-17.3%	-18.3%
> CC(NC(=O)c1ccccc1F)c1ccccc1 (configuration not stated)
 : nt	nt	nt	2.7%	-10.0%	3.7%	0.8%
> CN(C(=O)COC(=O)c1cc([N+](=O)[O-])ccc1N1CCCC1)C1CCS(=O)(=O)C1 (configuration not stated)
 : -1.9%	25.0%[46 µM]	1.2%	5.9%	3.1%	13.1%	2.9%
> CC(CCC(=O)O)C1CCC2C3CC[C@H]4CC(O)CC[C@@]4(C)C3CC[C@@]12C (some centres not stated)
 : 0.6%	nt	6.1%	-1.3%	nt	23.1%	-1.5%
> COc1cccc2cc(C(=O)NC(C)C3CCCO3)c(=O)oc12 (configuration not stated)
 : -0.4%	-2.6%	23.9%[38.3 µM]	-0.6%	-4.2%[46.1 µM]	0.7%	-0.7%
> Nc1ccc(O)c2c1C(=O)c1ccccc1C2=O
 : 12.6µM*	?	-6.0%	0.9%	-8.5%	0.4%	0.0%
> O=C(COC(=O)c1ccccc1F)Nc1cc(S(=O)(=O)N2CCOCC2)ccc1N1CCCC1
 : 0.7%	-1.0%[46 µM]	-0.8%	-3.2%	-6.0%	-14.5%	-4.0%
> CCCCCCCN1C=CC(=O)CC1
 : nt	nt	nt	-4.5%	14.6%	15.8%	2.3%
> N/C(=N\OC(=O)c1ccc2ccccc2c1)c1ccc(Br)cc1
 : -0.9%	?	-8.1%	-1.0%	8.6%	1.3%	8.5%
> O=c1cc(N2CCCCC2)c(-c2ccccc2)nn1Cc1cccc(F)c1
 : 6.3%	5.0%[46 µM]	8.3%	1.0%	?	10.6%	-2.3%
> COc1ccc(NC2CC(=O)N(C(C)C)C2=O)cc1 (configuration not stated)
 : -2.0%	-9.7%	24.0%[38.3 µM]	0.0%	-5.9%[46.1 µM]	7.2%	-0.6%
> O=C(OCC(=O)N1CCCC1)c1ccc(NS(=O)(=O)c2cccs2)cc1O
 : 3.6%	nt	-3.6%	-1.4%	-18.9%	11.1%	-6.9%
> CCN(CC)S(=O)(=O)c1ccc2oc(C(=O)N3CCc4ccccc4C3)c(C)c2c1
 : 0.2%	?	12.9%	-1.8%	-45.5%	-3.8%	-1.9%

# An excerpt of these results, tab-delimited:
SMILES	Luc counter	LMNA splice mod	IMPase Li cell	Epigenetic derep	NPSR antagonist	CBFb-RUNX1 inh	aGal spleen mod
CC(CCC(=O)O)C1CCC2C3CC[C@H]4CC(O)CC[C@@]4(C)C3CC[C@@]12C (some centres not stated)	0.6%	nt	6.1%	-1.3%	nt	23.1%	-1.5%
COc1cccc2cc(C(=O)NC(C)C3CCCO3)c(=O)oc12 (configuration not stated)	-0.4%	-2.6%	23.9%[38.3 µM]	-0.6%	-4.2%[46.1 µM]	0.7%	-0.7%
Nc1ccc(O)c2c1C(=O)c1ccccc1C2=O	12.6µM*	?	-6.0%	0.9%	-8.5%	0.4%	0.0%
O=C(COC(=O)c1ccccc1F)Nc1cc(S(=O)(=O)N2CCOCC2)ccc1N1CCCC1	0.7%	-1.0%[46 µM]	-0.8%	-3.2%	-6.0%	-14.5%	-4.0%
CCCCCCCN1C=CC(=O)CC1	nt	nt	nt	-4.5%	14.6%	15.8%	2.3%
N/C(=N\OC(=O)c1ccc2ccccc2c1)c1ccc(Br)cc1	-0.9%	?	-8.1%	-1.0%	8.6%	1.3%	8.5%
O=c1cc(N2CCCCC2)c(-c2ccccc2)nn1Cc1cccc(F)c1	6.3%	5.0%[46 µM]	8.3%	1.0%	?	10.6%	-2.3%
COc1ccc(NC2CC(=O)N(C(C)C)C2=O)cc1 (configuration not stated)	-2.0%	-9.7%	24.0%[38.3 µM]	0.0%	-5.9%[46.1 µM]	7.2%	-0.6%

# Screens (PubChem BioAssay)

# The list is partial. The share of hits here may be higher or lower than overall.
